From PubChem BioAssay
CatB mix inh: inhibitors of human cathepsin B in compound mixtures; P07858; Purified cathepsin B, AMC dipeptide fluorescence; inhibition, %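 (ten-compound pools at 5 µM per compound and 50 µM total)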; hit rate 0.06% among 62,000; AID 488; in the data active = inhibition above about 22%, passing the limit was not always enough; inconclusive = no clear call, values can overlap the other calls;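 also: 0% = enzyme without compound and 100% = no enzyme blank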
C1s block: human complement C1s inhibition; P09871; hit rate 0.16% among 62,000; mean inhibition % of two 10-compound mixtures (stronger effect = higher value), % at 5 µM (by protocol); purified C1s, fluorogenic AMC substrate, pooled mixtures;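 active = inhibition above 20% in each of the two 10-compound mixture wells holding the compound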;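 also: 0% = enzyme wells lacking compound mixture and 100% = no-enzyme blank wells; some compounds called inactive have numbers as strong as hits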
Target sequence (P09871 16-437 limits assumed): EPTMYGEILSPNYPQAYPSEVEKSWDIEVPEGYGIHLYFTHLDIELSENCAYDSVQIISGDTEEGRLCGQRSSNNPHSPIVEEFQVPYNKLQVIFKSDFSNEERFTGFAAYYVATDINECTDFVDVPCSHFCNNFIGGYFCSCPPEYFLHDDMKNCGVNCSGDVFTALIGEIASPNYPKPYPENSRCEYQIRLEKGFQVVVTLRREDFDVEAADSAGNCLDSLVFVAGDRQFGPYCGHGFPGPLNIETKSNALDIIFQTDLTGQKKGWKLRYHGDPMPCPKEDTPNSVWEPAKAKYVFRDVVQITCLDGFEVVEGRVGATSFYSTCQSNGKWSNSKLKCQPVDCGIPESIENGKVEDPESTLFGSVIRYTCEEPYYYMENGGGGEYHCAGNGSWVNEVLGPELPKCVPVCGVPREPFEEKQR
Target sequence (P09871 438-688 limits assumed): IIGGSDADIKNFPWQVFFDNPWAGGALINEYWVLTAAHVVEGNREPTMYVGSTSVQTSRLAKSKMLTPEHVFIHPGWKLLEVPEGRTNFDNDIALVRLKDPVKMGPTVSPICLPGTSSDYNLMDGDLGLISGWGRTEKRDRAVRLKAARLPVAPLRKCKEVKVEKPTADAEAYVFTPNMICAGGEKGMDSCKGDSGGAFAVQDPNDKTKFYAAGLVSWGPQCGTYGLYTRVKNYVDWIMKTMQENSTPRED
CatL block: blocks human cathepsin L protease activity | AID 460 | P07711 | inhibition, %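 (tested at 10 µM)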 | purified cathepsin L, fluorogenic substrate, fluorescence | hit rate 0.17% among 58,000; in the data active = inhibition above about 45%;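 also: 0% = enzyme with no compound and 100% = no enzyme blank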
E coli RNAP: blocks E. coli RNA polymerase transcription. P0A8V2. fluorescence transcription assay. inhibition, %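 (tested at 10 µM)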. hit rate 0.2% among 62,000; in the data active = inhibition above about 20%;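 also: 0% = enzyme without compound and 100% = no enzyme blank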
CatS block: human cathepsin S inhibition; inhibition, %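 (tested at 5 µM per compound within 10-compound mixtures)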; hit rate 0.06% among 62,000; AID 501; P25774; recombinant cathepsin S, AMC dipeptide fluorescence, pooled mixtures; in the data active = inhibition above about 32%, passing the limit was not always enough; inconclusive = no clear call, values can overlap the other calls;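 also: 0% = enzyme without compound and 100% = blank without enzyme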
AP ELISA ortho: orthogonal test for alternative complement pathway inhibitors. Human serum alternative complement pathway, LPS-coated ELISA, C3 deposition; tested in compound mixtures. inhibition, % at 5 µM. hit rate 0.08% among 62,000. AID 1235;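 active = inhibition above 30% in each of the two pooled mixtures holding the compound, so the lower value exceeds 30%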;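 also: 0% = serum in Mg-EGTA without compound and 100% = EDTA serum blank; some compounds past the cut are filed as inactive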
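Assay system: human serum alternative complement pathway, C3 deposition on LPS-coated wells; Dosing: 5 µM per compound in ten-compound mixtures; Detection: Anti-C3 ELISA, OD 450 nm; Buffer or medium: Mg2+-EGTA GVB++ buffer containing human serum at 1:15 dilution; Timing: 1 h at 37 °C; Replication: two different pools per compound.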
CatB inh: inhibitors of human cathepsin B; P07858; purified cathepsin B, fluorogenic substrate, fluorescence; inhibition, %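 (tested at 10 µM)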; hit rate 0.1% among 63,000; AID 453; in the data active = inhibition above about 21%;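 also: 0% = enzyme with no compound and 100% = no enzyme blank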
FXIa inh mix: inhibitors of human coagulation factor XIa, pooled mixtures; hit rate 0.19% among 62,000; AID 680; P03951; inhibition, % at 5 µM; purified FXIa, fluorogenic substrate; in the data active = inhibition above about 20%, passing the limit was not always enough;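 also: each value is inhibition by a whole ten-compound pool holding the compound; 0% = enzyme with no mixture and 100% = wells lacking enzyme; strong numbers were not always called active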
Cathepsin G inh: cathepsin G (human) inhibition | purified enzyme, AMC-tetrapeptide fluorescence, pooled mixtures | inhibition, % at 5 µM (by protocol) | hit rate 0.2% among 62,000 | P08311;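 active = inhibition above 20% in each of the two mixture wells holding the compound; inactive = inhibition of 20% or less in either well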;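 also: 0% = enzyme control without mixture and 100% = blank lacking enzyme; strong numbers were not always called active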
Target sequence (P08311 21-244 limits assumed): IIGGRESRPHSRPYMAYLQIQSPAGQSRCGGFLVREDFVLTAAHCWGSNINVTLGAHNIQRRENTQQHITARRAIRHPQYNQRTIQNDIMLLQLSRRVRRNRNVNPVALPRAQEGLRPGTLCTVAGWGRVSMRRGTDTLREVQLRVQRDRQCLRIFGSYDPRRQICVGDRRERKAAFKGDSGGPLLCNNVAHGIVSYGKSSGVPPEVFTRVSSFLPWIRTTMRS
Starred values were filed as active, the others as inactive; ? = inconclusive; · = no result given.

Fields – CatB inh, CatL block, E coli RNAP, C1s block, CatB mix inh, AP ELISA ortho, Cathepsin G inh, CatS block, FXIa inh mix
Cc1ccccc1-n1nc2c(c1NC(=O)c1ccc(Br)o1)CSC2
  6, 19, 7, 16, 3, 9, 9, 4, 3
CCCC(=O)Nc1ccc(C(=O)NCC(=O)OCC)cc1
  1, 5, 3, -26, -3, 7, -5, 4, -10
Cc1cc(N/C(=N\S(=O)(=O)c2ccc(Cl)cc2)c2ccc(F)cc2)no1
  2, -2, -1, 15, 4, 7, 9, 0, 2
CSC1=C(C#N)C2(CCCC2)C(C#N)=C(N)N1
  3, 2, 8, 14, 6, 5, 10, -1, 6
COc1cccc(NC(=O)N2CCC(C(N)=O)(N3CCCCC3)CC2)c1
  0, 15, -5, -29, -4, -1, -1, -1, 6
Cc1oc(-c2ccc(Cl)cc2)nc1CN1CCC(C(=O)NCc2ccco2)CC1
  3, 22, 8, 11, 0, 8, 9, 6, 5
CCc1ccc(NC(=O)c2cc(C)on2)cc1
  0, 21, 8, -107, -6, 7, -3, -4, 8
Cc1ccc(CN2CCN(CC(=O)NCc3ccc(Cl)cc3)C2=O)cc1
  -5, 13, 9, -5, -1, -3, 5, 4, -4
Cc1ccc(N(CC(=O)Nc2ccc(C)cn2)S(=O)(=O)c2c(C)nn(C)c2C)cc1
  5, 3, 4, 13, 0, 5, 9, -1, 5
C/C(N)=C(/C#N)C(=O)CSc1nnc(Nc2c(C)cccc2C)s1
  4, -3, 6, -1, -6, 7, 5, -2, -3
CCCc1nn(CCc2ccccn2)c(N)c1CC
  -2, 4, -3, 1, 1, -3, 3, -8, 10
Cc1nnc(SCC(=O)N2CCC(C(=O)Nc3nccs3)CC2)n1Cc1ccccc1
  -3, -2, 0, -100, -6, -3, -7, -2, 1
Cc1ccc(-c2nc(N)n(C(=O)Cc3ccccc3)n2)cc1
  5, 8, 9, -52, 2, 10, 4, 8, -4
Cc1ccc(N(CC(=O)N2CCN(c3ccc(F)cc3)CC2)S(=O)(=O)c2c(C)nn(C)c2C)cc1
  4, 3, 1, -2, 0, 7, -1, -6, 6
Cc1cc(NC(=O)NC(=O)c2cccc(OC(F)(F)C(F)F)c2)n[nH]1
  -4, 1, -5, -3, -4, 8, 3, 2, 4

Exported tab-delimited: part of the list above.
molecule	CatB inh	CatL block	E coli RNAP	C1s block	CatB mix inh	AP ELISA ortho	Cathepsin G inh	CatS block	FXIa inh mix
Cc1ccc(-c2nc(N)n(C(=O)Cc3ccccc3)n2)cc1	5	8	9	-52	2	10	4	8	-4
C/C(N)=C(/C#N)C(=O)CSc1nnc(Nc2c(C)cccc2C)s1	4	-3	6	-1	-6	7	5	-2	-3

More results
Fields – CatB inh, CatL block, E coli RNAP, C1s block, CatB mix inh, AP ELISA ortho, Cathepsin G inh, CatS block, FXIa inh mix
Cc1nnc(SCC(=O)N2c3ccccc3Sc3ccccc32)n1N
  -1, -1, 1, -49, -15, 19, -10, -10, -19
CCOC(=O)c1c(N=CN(C)C)c(C#N)n2c1CCC2
  2, ·, 7, 14, -4, -3, 8, -6, 6
Nc1nc(SCc2ccc(Cl)cc2Cl)n[nH]1
  -4, 4, -1, 3, -1, 4, 6, 3, 18
O=C(c1ccco1)N1C(=O)c2cccc3c(S(=O)(=O)N4CCCC4)ccc1c23
  4, 4, -1, 12, 1, -12, -3, 3, 10
O=C1NC(=O)C2(COC3(CCCC3)OC2)S1
  ·, -3, 6, 18, 5, -2, 11, 4, 11
CCOC(=O)c1sc(NC(C)=O)c(C(=O)OCC)c1C
  11, -4, 7, 11, 4, -4, 11, 13, 8
c1ccc(CCc2ccccc2-c2nc(-c3cccnc3)no2)cc1
  1, 16, 2, -39, 6, -14, -8, 12, 3
Cc1c(C(=O)NCc2cccs2)oc2ccccc12
  -2, 3, 11, 5, 1, -2, 2, 7, 1
COc1ccc(CC(=O)Nc2cc(Cl)ccc2O)cc1
  7, 1, -5, -4, 6, -6, -5, 2, 2
CCCCn1c(CNC(=O)c2cccs2)nc2ccccc21
  2, ·, 7, -22, -1, -4, -5, 25, 4
Cc1ccc(N2C(=O)C3C4C=CC(C4)C3C2=O)cc1 (centres undefined)
  1, -1, 5, 15, -1, 8, 12, -3, 8
CNC(=O)CN(c1cccc(Br)c1)S(C)(=O)=O
  4, 5, 9, 8, 5, 8, 10, 0, 2
COc1cccc(C(=O)CSc2nnc(CNS(=O)(=O)c3ccc(C)cc3)n2C)c1
  -2, 17, -3, 1, -5, 11, 1, 8, 12
COc1ccc(CCN2C(=O)CC(C(N)=O)SC2=Nc2ccccc2)cc1OC (centres undefined)
  6, 21, 1, -8, 2, 6, -3, 12, 6
Cc1noc(C)c1COC(=O)c1cccc(S(=O)(=O)N2c3ccccc3CC2C)c1 (centres undefined)
  2, 16, 7, -14, -4, 7, 7, 2, -5

Five entries from above, arranged by SMILES length, ascending.
Fields – CatB inh, CatL block, E coli RNAP, C1s block, CatB mix inh, AP ELISA ortho, Cathepsin G inh, CatS block, FXIa inh mix
Cc1c(C(=O)NCc2cccs2)oc2ccccc12
  -2, 3, 11, 5, 1, -2, 2, 7, 1
COc1ccc(CC(=O)Nc2cc(Cl)ccc2O)cc1
  7, 1, -5, -4, 6, -6, -5, 2, 2
CNC(=O)CN(c1cccc(Br)c1)S(C)(=O)=O
  4, 5, 9, 8, 5, 8, 10, 0, 2
c1ccc(CCc2ccccc2-c2nc(-c3cccnc3)no2)cc1
  1, 16, 2, -39, 6, -14, -8, 12, 3
O=C(c1ccco1)N1C(=O)c2cccc3c(S(=O)(=O)N4CCCC4)ccc1c23
  4, 4, -1, 12, 1, -12, -3, 3, 10

Further structures
Fields – CatB inh, CatL block, E coli RNAP, C1s block, CatB mix inh, AP ELISA ortho, Cathepsin G inh, CatS block, FXIa inh mix
O=C1CSC(c2ccccc2F)N1c1cc(Cl)ccc1O (centres undefined)
  3, 10, -2, -24, 1, 7, -3, 7, 13
CCOC(=O)N1CCN(C(=O)CSc2ncccn2)CC1
  -4, 0, 1, -6, 2, 13, -2, -7, 0
O=c1[nH]c(N2CCc3ccccc3C2)nc2c1CCC2
  0, 4, 9, 6, 1, 2, -1, 4, 2
Cc1nc2c(ccc3nc(NC(=O)c4ccc(S(=O)(=O)N(C)C)cc4)sc32)s1
  0, -12, 2, 9, -1, 22, 7, -5, 6
CCN1CCN(Cc2ccc(NC(=O)Nc3ccc(SC)cc3)cc2)CC1
  -1, 7, 7, -10, 5, 12, 8, 1, 6
Cc1ccc2[nH]c(=O)c(CN(Cc3cccnc3)Cc3nnnn3CCN3CCOCC3)cc2c1
  -2, -6, -1, -10, -3, 14, 3, -7, 4
Cc1ccc(S(=O)(=O)N(C)CCCC(=O)N2CCN(C=O)CC2)cc1
  4, 2, 2, -3, 2, 10, 7, -3, -5
CC(=O)c1ccc(N2CCN(C(=O)c3ccc(OCc4c(C)noc4C)cc3)CC2)cc1
  -3, 19, 6, 4, -1, 7, 7, 14, 16
CC1CCN(C(=O)c2ccc(C(=O)N3CCC(C)CC3)cc2)CC1
  1, 12, 5, 1, -10, 3, 10, -3, 1
CCOC(=O)c1cccc(NC(=O)Cn2c(CC(=O)N3CCCC3)nc3ccccc32)c1
  -4, 7, 8, -6, -3, 2, 1, 15, 2
CC1CC(=O)N(CC(=O)NCc2ccco2)c2ccccc2S1 (centres undefined)
  -1, -9, -3, 4, 4, 20, 8, -4, 6
CCCCCn1c(CNC(=O)CC)nc2ccccc21
  4, 1, 1, 14, 4, 21, 11, -1, 2
CCOc1ccccc1NC(=O)c1cccc2c1C(=O)N(CCOC)C2
  -2, 2, 6, 16, 6, 23, 4, 2, 2
O=C(CN(C1CCCCC1)S(=O)(=O)c1ccccc1)N1CCCC1
  0, 4, 0, 4, 1, 6, -3, -4, 3
COc1ccc(CCNS(=O)(=O)c2ccccc2)cc1OC
  3, 18, 4, 15, 7, 1, 9, 13, 11
COc1ccc(S(=O)(=O)N2CC(O)CC2C(=O)OCC(=O)Nc2ccc(Cl)cn2)cc1 (centres undefined)
  1, 0, 13, 0, 7, 7, 0, 19, 3
O=C1NC2CCCCC2NC1CC(=O)N1CCN(c2ccccc2)CC1 (centres undefined)
  3, 6, 6, 4, 0, -4, 0, 2, 1
CCC(=O)Nc1ccc(NC(=O)c2cccc(OC)c2)nc1
  1, -12, 3, -1, 1, 13, -1, -9, 2
CCC(OC(=O)CC1Sc2ccccc2NC1=O)C(=O)NCC1CCCO1 (centres undefined)
  1, 30, 7, 5, 9, 9, 8, 0, 6
O=C(Nc1ccccc1)Nc1cccc2cccnc12
  0, -7, 11, 14, 7, 8, 14, ?, 8
Cc1ccc(NC(=O)COC(=O)Cn2c(C)csc2=O)cc1C
  2, -1, 5, -2, 1, 6, 8, -2, 2
CCCCc1cc2c(c(NC(=O)CC)n1)c(=O)oc1ccccc12
  -2, 0, 0, -12, 1, 9, -1, 3, 0
Cc1nn(-c2ccccc2)c2[nH]c(=O)c(CNc3ccc(N4CCOCC4)cc3)cc12
  2, 24, 9, -2, 0, -3, -1, 2, 2
Oc1ccc(-c2nnc(SCC3CCCCC3)o2)cc1
  0, 9, 3, 5, -2, -5, -5, 1, 2
O=C(Nc1ccncc1)c1c(F)cccc1F
  2, -5, -6, -18, 6, 5, -12, -4, -1
O=C(COc1ccccc1)N1CCN(C(=O)c2cccc(F)c2)CC1
  0, 39, 7, -93, 4, 17, -12, -7, -8
Cc1cc(C)c(O)c(-c2cc(C(=O)Nc3ccc(S(=O)(=O)N4CCOCC4)cc3)[nH]n2)c1
  -2, 9, 8, 16, 5, 6, 10, -6, 9
COc1cccc(N2C(=O)CC(Nc3ccc(N4CCOCC4)cc3)C2=O)c1 (centres undefined)
  0, 4, 3, 1, -2, 20, 11, 2, 0
CCN(CC)CCCNC(=O)C1c2ccccc2C(=O)N1Cc1ccc(C)cc1 (centres undefined)
  12, 1, 10, 7, 4, 2, 8, -5, 4
Cc1ccc(NC(=O)C2CCN(S(=O)(=O)c3cccc4cccnc34)CC2)nc1
  -5, -9, -8, -9, -2, 20, -3, -6, 2
O=S(=O)(c1cccc2c(S(=O)(=O)N3CCCC3)cccc12)N1CCCC1
  7, 10, 4, 8, 1, -1, 8, 8, 14
O=C(NCCS(=O)CCNC(=O)C(F)(F)F)C(F)(F)F
  2, 11, 0, 1, 2, 2, 6, 6, 3
COc1ccc2c(c1)N1CCN=C1N2C
  1, -6, 3, -5, 3, -1, 0, 21, 9
O=C(Nc1cccc2ccccc12)N1CCOCC1
  -3, 9, 13, -18, 1, 0, 1, 7, -7
CCOC(=O)/C=C(\C)Nc1cc(C)nn1-c1ccccc1
  1, 6, 2, -7, -3, -4, -5, 2, 5
CCOC(=O)c1cccc(NC(=O)C2CCCN(S(=O)(=O)c3cnc[nH]3)C2)c1 (centres undefined)
  1, ·, 3, 1, 1, 5, 12, 14, 2
CCCCS(=O)CC(COCc1ccccc1)OC(=O)CSc1nc(C)cc(C)n1 (centres undefined)
  4, -1, 0, -16, 2, 9, 2, -3, -6

2 compounds drawn at random from those above, as already listed:
Fields – CatB inh, CatL block, E coli RNAP, C1s block, CatB mix inh, AP ELISA ortho, Cathepsin G inh, CatS block, FXIa inh mix
CCOC(=O)c1cccc(NC(=O)C2CCCN(S(=O)(=O)c3cnc[nH]3)C2)c1 (centres undefined)
  1, ·, 3, 1, 1, 5, 12, 14, 2
O=S(=O)(c1cccc2c(S(=O)(=O)N3CCCC3)cccc12)N1CCCC1
  7, 10, 4, 8, 1, -1, 8, 8, 14

These rows are one share of the data (hit frequency here may not be typical).
